Screens from PubChem BioAssay.
DDE Tn7 FP inh: DD(E)-Tn7 binding inhibition, primary FP screen | AID 720508 | FP displacement of FITC-Tn7 peptide from fibrin DD(E); 0% = median of compound wells per plate | P02675 | 0.13% of 370,000 active | inhibition, % at 8.3 µM;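 active = inhibition above the mean of compounds falling within the control limits plus 3 SD of them, cut at about 14% in these data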;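 note: 0% = plate median of compound wells and 100% = 10 µM Aha-Tn7 peptide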
Target sequence (P02675 whole entry, looked up): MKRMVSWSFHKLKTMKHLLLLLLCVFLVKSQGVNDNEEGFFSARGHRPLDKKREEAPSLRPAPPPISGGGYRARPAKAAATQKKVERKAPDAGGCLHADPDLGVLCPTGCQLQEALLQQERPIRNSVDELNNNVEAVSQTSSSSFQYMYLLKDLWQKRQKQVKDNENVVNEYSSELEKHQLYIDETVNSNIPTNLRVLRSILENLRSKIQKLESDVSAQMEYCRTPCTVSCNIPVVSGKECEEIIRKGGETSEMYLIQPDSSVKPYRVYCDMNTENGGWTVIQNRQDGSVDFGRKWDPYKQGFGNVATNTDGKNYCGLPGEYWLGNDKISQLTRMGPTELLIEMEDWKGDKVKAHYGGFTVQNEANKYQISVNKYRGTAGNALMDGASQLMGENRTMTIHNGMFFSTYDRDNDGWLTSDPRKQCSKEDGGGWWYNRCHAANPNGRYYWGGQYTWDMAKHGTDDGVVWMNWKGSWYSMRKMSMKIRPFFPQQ
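Also added: labelled Tn7 tracer, 0.1 µM; Assay system: human fibrin DD(E) protein; Amount: 2 µM fibrin DD(E); Schedule: 10 min compound pre-incubation, 3 h probe incubation at room temperature; Repeats: one replicate per compound; Read-out basis: percent inhibition; Measured by: fluorescence polarization of the labelled Tn7 tracer.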
ADAM17 inh: ADAM17 inhibition, QFRET primary screen | P78536 | recombinant ADAM17, EDANS/DABCYL FRET peptide cleavage | inhibition, % at 6.95 µM | 0.83% of 370,000 active;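 active = inhibition above the mean of compounds lying between control limits plus 3 SD, set per campaign, cut at about 8.5% in these data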;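 note: 0% = DMSO-only wells as the low control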
SIAE primary: inhibitors of human sialic acid acetylesterase SIAE | inhibition, % at 9.66 µM | Q9HAT2 | 0.69% of 370,000 active | SIAE FP-Rh probe binding, fluorescence polarization | AID 1053197;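 active = inhibition above a cutoff: mean of compounds within the control limits plus 3 SD of those, cut at about 17% in these data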;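 note: 0% = plate median of compound wells and 100% = probe without SIAE protein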
PLCb3 inh: inhibitors of human phospholipase C beta3 | Purified PLC-beta3, fluorogenic substrate, fluorescence | AID 720704 | inhibition, % at 12.2 µM | 0.18% of 370,000 active; in the data active = inhibition above about 11%;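 note: 0% = median of compound wells on plate and 100% = full blocker control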
ADAM10 inh: inhibitors of human ADAM10; O14672; recombinant ADAM10, EDANS/DABCYL FRET peptide cleavage, 3 h; inhibition, % at 7 µM; 0.62% of 370,000 active; AID 720582;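 active = inhibition above a per-campaign cutoff equal to the mean of compounds falling between control-based bounds plus 3 SD, cut at about 20% in these data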;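 note: 0% = DMSO wells while the 100% control is not disclosed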
Target sequence (O14672 214-748 limits assumed): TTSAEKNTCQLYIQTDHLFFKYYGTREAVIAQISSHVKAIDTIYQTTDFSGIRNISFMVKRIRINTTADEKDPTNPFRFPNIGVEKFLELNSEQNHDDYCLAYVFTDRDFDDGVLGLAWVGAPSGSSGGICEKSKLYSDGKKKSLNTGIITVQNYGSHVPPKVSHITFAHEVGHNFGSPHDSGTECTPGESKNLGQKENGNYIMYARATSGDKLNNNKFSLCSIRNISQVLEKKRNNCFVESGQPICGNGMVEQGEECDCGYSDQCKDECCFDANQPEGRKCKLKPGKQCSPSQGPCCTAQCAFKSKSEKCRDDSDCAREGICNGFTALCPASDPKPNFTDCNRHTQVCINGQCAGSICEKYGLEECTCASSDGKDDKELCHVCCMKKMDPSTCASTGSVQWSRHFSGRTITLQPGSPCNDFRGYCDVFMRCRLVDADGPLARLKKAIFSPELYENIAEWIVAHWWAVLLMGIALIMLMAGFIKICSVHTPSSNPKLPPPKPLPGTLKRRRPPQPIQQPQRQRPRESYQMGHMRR
ARFGAP1 inh: inhibitors of rat ARFGAP1; AID 651572; inhibition, % at 16.5 µM; 0.26% of 360,000 active; Arfgap1-stimulated ARF1 GTP hydrolysis, GDP FP detection; Q62848;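 active = inhibition above a per-plate limit, mean inhibition of low control wells plus 3 SD, cut at about 25% in these data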;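 note: 0% = DMSO wells with enzyme and 100% = wells lacking Arfgap1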
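Replicates: Single well per compound | Assay system: Truncated rat Arfgap1 GAP domain | Control set: No-Arfgap1 wells (100%) versus DMSO full-reaction wells (0%) | Times: Enzyme reaction 120 min at 25 °C after 20 min preincubation | Reagent: Human ARF1(Δ1-17)-GTP substrate | Measured by: Tracer-displacement fluorescence polarization with EDTA stop, 620/688 nm | Measure: Percent inhibition of Arfgap1-stimulated GTP hydrolysis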
ASAP1 GAP inh: blocks human ASAP1-stimulated Arf1 GTP hydrolysis | AID 624377 | inhibition, % at 16.5 µM | 0.19% of 360,000 active | GDP FP detection; in the data active = inhibition above about 25%;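 note: 0% = vehicle with enzyme and substrate and 100% = no enzyme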
Tn6 DDE FP: inhibitors of Tn6 peptide binding to human fibrin DD(E). 0.21% of 370,000 active. Fibrin DD(E) TRITC-Tn6 fluorescence polarization displacement. inhibition, % at 8.3 µM;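 active = inhibition above a per-campaign cutoff: mean of compounds within control limits plus 3 SD, cut at about 15% in these data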;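 note: 0% = median of all compound wells on the plate and 100% = blocking peptide control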
TDP2 absorb: blocks human TDP2 phosphodiesterase activity; AID 720702; 0.34% of 370,000 active; recombinant TDP2, T5PNP hydrolysis, p-nitrophenol absorbance 415 nm; inhibition, % at 12.8 µM;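 active = inhibition above the mean of all tested compounds plus 3 SD, set per campaign, cut at about 25% in these data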;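 note: 0% = DMSO with enzyme and 100% = buffer with substrate but no TDP2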
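Test system: human TDP2 enzyme; Input: 120 nM TDP2 per well; Buffer or medium: Mg2+-containing Tris-HCl buffer, pH 7.5; Reagent: 5 mM T5PNP; Dosing: 12.8 µM single point, 1% DMSO; Incubation: reaction 2 h, 37 °C; Detection: p-Nitrophenol epi absorbance; Read-out: % inhibition relative to enzyme-containing and enzyme-free wells; Replicates: single well per compound.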
PLCg1 inh: blocks human PLC-gamma1 enzyme activity. P19174. purified PLC-gamma1, fluorogenic substrate, fluorescence. inhibition, % at 12.2 µM. 0.84% of 370,000 active; in the data active = inhibition above about 9.5%
Active calls of the source: *; i = inactive. An unsorted share of the library (roughly 3.6% active in at least one column).

DDE Tn7 FP inh	ADAM17 inh	SIAE primary	PLCb3 inh	ADAM10 inh	ARFGAP1 inh	ASAP1 GAP inh	Tn6 DDE FP	TDP2 absorb	canonical_smiles	PLCg1 inh
5	1	4	-8	3	-3	10	5	-7	Cc1cc(Nc2ccc(Cl)cc2)nc(N2CCOCC2)n1	-3
-6	4	-13	9	-2	8	3	-5	-22	Cc1ccc(/C=C/C(=O)O)cc1S(=O)(=O)Nc1ccccc1C(=O)O	11*
5	-2	0	2	1	0	-3	5	1	NS(=O)(=O)c1ccc(NC(=S)NC(=O)c2ccco2)cc1	0
3	-1	-2	-4	8	8	13	-9	8	Cc1c(NC(=O)c2cc(-n3cnnc3)ccc2Cl)cccc1-c1nc2ccccc2s1	-2
8	-1	3	2	-2	0	0	-7	-1	CCOC(=O)C(=NC(C)(C)C)NNc1cc(Cl)ccc1Cl	0
4	-4	14	-56	-17	1	3	4	-5	O=C(Cc1ccccc1)N/N=C/c1cc(Br)cc(Cl)c1O	-44
3	3	1	-7	-18	1	-12	-2	-8	Cc1cc(=O)[nH]c(SCC(=O)N2CCCC2)n1	2
-5	-4	6	-10	-10	-11	6	1	6	CCN1CCN(CCNC(=O)c2cc(Cl)c(NC(=O)C3=C(C)OCCS3)cc2OC)CC1	-2
8	-159	-1	-252	i	1	6	9	-22	CCN1CCN(c2nc3c(C)cccn3c(=O)c2/C=C(\C#N)C(=O)NCCOC)CC1	-170
-7	-5	4	-12	-22	-9	-15	3	-3	Cc1cc2cc(C)c3nnc(SCC(=O)NCc4ccco4)n3c2cc1C	-7
-8	-47	-1	-56	-116	16	7	1	-2	COc1ccc2oc(C(=O)OCC(=O)N(Cc3ccccc3)C(C)C)c(C)c2c1	-61
3	-1	3	-7	-13	-4	14	-2	-2	COc1ccc(N)cc1-n1cnnn1	-2
-4	-3	16	3	0	0	-13	-4	7	O=C(NCC1CCCO1)c1nc2c(nnn2Cc2ccc(F)cc2)c(=O)[nH]1 (stereo not drawn)	1
3	0	3	-4	-4	10	7	6	12	Cc1cccnc1NC(=O)c1ccco1	0
-1	-3	4	-5	6	6	-7	2	8	Fc1ccc(CN2CC[C@H]3C=CCc4cccc(c43)C2)cc1	-2
-1	-6	1	2	-6	0	-4	0	2	O=C(NC(c1ccccc1)C(Cl)Cl)c1ccccc1 (stereo not drawn)	0
3	-6	-5	-4	-8	-6	1	9	-3	COc1c(C)cc(Br)cc1C(=O)NC(=S)Nc1ccc(Cl)c(C(=O)O)c1	-4
-1	-3	-6	-1	3	-5	-6	6	9	O=C(Nc1ccc2c3c(cccc13)CC2)c1cccc([N+](=O)[O-])c1	1
-8	-1	2	-7	-5	19	-7	4	-8	Oc1ccccc1Nc1ccccn1	-1
-4	2	0	8	8	2	-7	7	1	CCCn1c(SCC(=O)N2CCCC2)nc2c1c(=O)n(C)c(=O)n2C	-1
-1	-1	3	2	0	-4	6	-1	13	COc1cccc(C(=O)Nn2cnnc2)c1	0
-3	-2	-6	4	0	0	8	-4	-4	CC(OC(=O)COc1cccc2c1OC(C)(C)C2)C(=O)Nc1ccc(S(N)(=O)=O)cc1 (stereo not drawn)	-1
0	4	-1	-23	-2	2	13	4	6	Cc1ccc(Cn2c(SCC(=O)NCC3CCCO3)nc3c(sc4ccccc43)c2=O)cc1 (stereo not drawn)	6
-5	1	1	-1	0	-13	-11	-1	6	CSc1nsc(SCC(=O)Nc2ccc(NC(C)=O)cc2)n1	6
-4	-4	-6	-6	-9	-13	0	4	11	CC1CN(c2nnc(-c3ccccc3)c3ccccc23)CC(C)O1 (stereo not drawn)	-2
2	-1	2	-7	0	-1	4	0	9	O=C(COc1ccc(Br)cc1)NCCN1CCCC1	6
2	-1	0	-7	-26	0	6	3	-11	CCOc1ccc(N2CC(C(=O)N3CCN(c4ccccn4)CC3)CC2=O)cc1 (stereo not drawn)	-2
0	-7	-11	6	-2	18	3	-3	-5	Clc1cccc2sc(N3CCOCC3)nc12	6
2	0	-4	2	1	-6	-1	2	-5	CCc1cc(C(=O)OC)c(NC(=O)CC2SC(=NC)N(C)C2=O)s1 (stereo not drawn)	-2
-7	-2	2	2	-1	9	-2	-5	2	Cn1c(=O)n(CCC(=O)O)c2ccccc21	-4
-9	-1	-8	-2	-1	11	3	-8	-6	COc1ccc(NC(=O)c2cccc(S(=O)(=O)N3CCOCC3)c2)cc1	1
-5	1	0	-1	-7	1	5	3	-3	CCC(Sc1nc2ccccc2[nH]1)C(=O)Nc1cc(C)on1 (stereo not drawn)	4
0	-6	4	-10	-5	-4	-2	3	9	Cc1nn(CC(=O)OCC(=O)NCCc2ccc(F)cc2)c(C)c1[N+](=O)[O-]	-4
-11	2	-8	-2	5	9	6	-8	3	O=C(COC(=O)c1ccc(Br)o1)Nc1nc2ccccc2s1	-3
-10	-5	-1	0	-10	2	5	1	8	CCC(=O)N1CCN(CCN=CC2=C(O)CC(C)(C)CC2=O)CC1	2
0	1	-21	0	8	5	10	-4	0	N#CCc1ccc(NC(=O)Nc2cccc(Cl)c2)cc1	2
5	-3	-1	1	0	-13	-13	7	9	CN1CCN(C(=O)N2c3ccccc3C=Cc3ccccc32)CC1	3
-6	1	1	-10	2	8	-12	2	15	C=C(C)/C=N/NC(=S)Nc1ccc(S(=O)(=O)N2CCOCC2)cc1	0
-13	13*	-6	-23	15	-5	-8	1	-17	Cn1cccc1/C=C1\SC(=S)N(NC(=O)c2ccc(F)cc2)C1=O	-8
-2	-1	-4	2	4	0	6	-6	-5	O=C(O)c1ccc(/C=C2\SC(=Nc3ccccc3)N(c3ccccc3)C2=O)cc1	3
0	-3	-6	2	-15	-2	-8	-3	-2	O=C(CCn1c(=O)c2cccn2c2cccnc21)NCCCN1CCN(c2ccc(F)cc2)CC1	3
-2	8	7	-1	2	7	-6	-4	-6	CCCOC(=O)c1ccc(S(N)(=O)=O)o1	4
11	-4	2	-25	-4	13	-6	2	4	Cc1ccc(C2CC(c3cccs3)=NN2C(=O)CCl)cc1 (stereo not drawn)	-13
1	-2	0	-2	-2	3	4	-1	10	CN(CCC1CCOCC1)C(=O)CC1C(=O)NCCN1Cc1ccoc1 (stereo not drawn)	3
4	-1	-11	-27	6	18	1	1	-1	Oc1c(/C=C/C=C/C=Nc2ccccc2)sc(=S)n1Cc1ccccc1	-15
2	-1	3	4	-9	0	10	-3	-9	CCSc1nnc(NC(=O)Cc2ccccc2OC)s1	-1
-7	1	-2	5	-1	-4	-1	-4	-4	CCC(C)[C@H](NC(=O)C1(c2ccccc2)CCN(C(=O)OC(C)(C)C)CC1)C(=O)N[C@@H](C(=O)O)c1ccccc1 (stereo partly drawn)	3
8	0	-5	0	-9	1	2	-4	3	COc1ccc(NC(=O)CSc2n[nH]c(-c3ccncc3)n2)cc1Cl	-1
-4	8	0	11	3	-7	-6	-6	-15	COC(=O)[C@]12C[C@H](CC(=O)N3CCN(C(=O)c4ccco4)CC3)C(=O)N(Cc3ccccc3)C1=C[C@H](C1CCCC1)O[C@@H]2C	6
-3	-1	4	-1	-2	1	-7	1	1	S=C(Nc1ccc(Cl)c(Cl)c1)N1CCOCC1	-1
-1	0	5	-98	-1	-3	-11	2	-5	CCOC(=O)/C(O)=C(\C#N)c1nc2ccccc2[nH]1	-92
-1	-2	-21	-9	-12	0	4	1	-3	Cn1c(=O)n(C)c2cc(NC(=O)c3ccccc3[N+](=O)[O-])c(Br)cc21	-2
-11	i	-4	i	i	14	-5	-3	-5	CCc1cc(=O)oc2c3c(cc(OCC(=O)NCc4cccnc4)c12)OC(C)(C)CC3	i
2	-1	-3	-1	1	7	2	1	14	CCN1CCN(C(=S)Nc2ccc(C(C)=O)cc2)CC1	0
-8	-3	-3	3	-2	-9	-16	-4	-14	CN(CC(=O)Nc1ccc(C(N)=O)cc1)S(=O)(=O)c1ccc2c(c1)OCCO2	5
-1	2	0	-1	5	6	-16	-4	-6	CCOC(=O)c1cnc2nc(N3CCOCC3)nn2c1N	-3

(listing goes on)
DDE Tn7 FP inh	ADAM17 inh	SIAE primary	PLCb3 inh	ADAM10 inh	ARFGAP1 inh	ASAP1 GAP inh	Tn6 DDE FP	TDP2 absorb	canonical_smiles	PLCg1 inh
6	-1	3	-6	8	8	9	1	3	COc1ccc(CCNC(=O)Nc2cccc([N+](=O)[O-])c2)cc1	2
-6	-1	-4	0	4	10	1	1	3	CC(=O)Nc1ccc(NC(=O)C2Cc3c(-c4cccc(NC(C)=O)c4)ccnc3O2)cc1 (stereo not drawn)	5
-3	-1	3	4	0	-8	7	5	-3	COc1ccc(CC(=O)Nc2ccc(-c3noc(-c4cc(OC)c(OC)c(OC)c4)n3)cc2)cc1	1
2	0	-3	-1	6	19	14	-5	-5	COCCn1c(SCC(=O)N2CCc3ccccc3C2)nc2cc(Cl)ccc2c1=O	5
3	-4	6	1	-4	-11	-7	4	-1	COc1ccc(OC)c(-c2cnc(OC(C)(C)C)nc2OC(C)(C)C)c1	-2
2	-2	9	1	-12	1	-3	6	-5	Cc1csc(NC(=O)CSc2nc(=O)n(CCCN(C)C)c3c2CCC3)n1	2
-9	-4	0	-3	-3	5	8	5	0	CCN(CC)CCCn1c2c(c(SCC(=O)Nc3ccc4c(c3)OCO4)nc1=O)CCC2	3
-1	-5	1	-5	-9	10	0	2	-12	O=C(NCCCn1ccnc1)c1ccc(N2CCCCC2)c([N+](=O)[O-])c1	-1

Some of these compounds in order of the DDE Tn7 FP inh value, largest number first:
mol,DDE Tn7 FP inh
Cc1csc(NC(=O)CSc2nc(=O)n(CCCN(C)C)c3c2CCC3)n1,2
COc1ccc(CC(=O)Nc2ccc(-c3noc(-c4cc(OC)c(OC)c(OC)c4)n3)cc2)cc1,-3
CC(=O)Nc1ccc(NC(=O)C2Cc3c(-c4cccc(NC(C)=O)c4)ccnc3O2)cc1 (stereo not drawn),-6

(further entries)
DDE Tn7 FP inh	ADAM17 inh	SIAE primary	PLCb3 inh	ADAM10 inh	ARFGAP1 inh	ASAP1 GAP inh	Tn6 DDE FP	TDP2 absorb	canonical_smiles	PLCg1 inh
1	-5	1	-8	0	-4	-16	-3	1	COc1ccccc1CNC(=O)COc1cccnc1[N+](=O)[O-]	1
0	4	-4	-6	11	-13	-4	0	-17	COc1ccc(C(CC(=O)Nc2ccccn2)N2Cc3ccccc3C2=O)cc1OC (stereo not drawn)	1
-12	1	5	3	0	-3	1	2	-6	CN(Cc1ccccc1)c1nc2c(c(=O)[nH]c(=O)n2C)n1CCCc1ccccc1	1
11	-3	-5	-3	4	-2	9	3	-5	O=C(NC1CCCC1)C1CCN(S(=O)(=O)c2ccccc2)CC1	1
